# From PubChem BioAssay
# M. tuberculosis HTS: M. tuberculosis growth inhibition, HTS (AID 449762) | 330,000 compounds, 0.59% hits | M. tuberculosis H37Rv growth inhibition, 7H9 media; higher % means a stronger effect | inhibition, % at 25 µM; hits with a dose series show IC50 in µM; in the data active = a potency from the dose series; inconclusive = inhibition above about 70% without an active follow-up result;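 also: bacterial growth assessed after seven days of incubation; strong numbers were not always called active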
# inhibitors of VEEV: inhibitors of VEEV TC-83 cytopathic effect, confirmation, Vero cells (AID 588727). inhibition, % at 20 µM; hits with a dose series show IC50 in µM. 350,000 compounds, 0.13% hits. Vero cells, VEEV TC-83 cytopathic effect inhibition; higher % means a stronger effect; in the data active = a potency from the dose series; inconclusive = inhibition mostly from about 14% at the one dose, without a potency; inactive = the rest, 99 in 100 with inhibition below about 12%; also: strong numbers were not always called active
# tuberculosis growth: growth inhibition of non-replicating M. tuberculosis (AID 488890); one-dose inhibition, % at 25 µM; IC50 in µM for titrated hits; Mycobacterium tuberculosis non-replicating, growth inhibition; higher % means a stronger effect; 320,000 compounds, 0.39% hits; in the data active = a potency from the dose series; inconclusive = inhibition mostly from about 82% at the one dose, without a potency; inactive = the rest, 99 in 100 with inhibition below about 76%;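 also: plate controls were DMSO cells for no effect and high antibiotic wells for full effect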
# PhoP GFP inhibition: PhoP regulon inhibitors, Salmonella typhi PhoP promoter GFP reporter, confirmatory (AID 1850); 310,000 compounds, 0.33% hits; Salmonella Typhi PhoP-promoter GFP reporter, fluorescence, 4 h; higher % means a stronger effect; one-dose inhibition, % at 50 µM; IC50 in µM for titrated hits; in the data active = a potency from the dose series; inconclusive = inhibition mostly from about 25% at the one dose, without a potency; inactive = the rest, 99 in 100 with inhibition below about 19%;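 also: 0% = induced wells with vehicle and 100% = uninduced wells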
# influenza NS1A: NS1A inhibition, H1N1 influenza, cell based functional assay (AID 504329) | one-dose inhibition, % at 12.5 µM; IC50 in µM for titrated hits | NS1A functional cell-based assay, percent inhibition; higher % means a stronger effect | 340,000 compounds, 0.3% hits; in the data active = a potency from the dose series; inconclusive = inhibition above about 27% without an active follow-up result; also: strong numbers were not always called active
# inhibitors of VEEV 10K pilot screen: recorded beside inhibitors of VEEV, whose call it bears; inhibition, %; measured here: 10K pilot screen inhibition
# * marks the source's active call; other numbers are inactive results; i = inactive; ? = inconclusive; nt = not tested or not shown; & = joins results of further samples.
SMILES,M. tuberculosis HTS,inhibitors of VEEV,tuberculosis growth,PhoP GFP inhibition,influenza NS1A,others
CCc1nc(C)cn1S(=O)(=O)c1cc(Br)ccc1OC,4%,5.7%,-2%,4%,17%,
CCOC(=O)C1CCCN(c2ncnc3c2cnn3-c2ccc(Cl)cc2)C1 (stereo not drawn),nt,2.3%,nt,1%,-1%,
CC1=C(CC(=O)NCC(=O)NCC(=O)O)c2cc(F)ccc2/C1=C/c1ccc(S(C)=O)cc1 (stereo not drawn),-6%,i,-2%,7%,-10%,
COc1ccc(/C=C/C(=O)Nc2cc(C(F)(F)F)ccc2Cl)cc1OC,7%,3.9%,31%,16%,-7%,
CSc1nc(N2CCOCC2)cc(N2CCOCC2)n1,3%,i,-1%,2%,1%,
CC(C)Cc1nc2sc3c(=O)[nH]cnc3c2c2c1CCC2,-3%,0.4%,-10%,-8%,-3%,
O=C(NCc1ccc2c(c1)OCO2)Nc1ccc2ccccc2c1,1%,i,2%,2%,nt,
COc1ccc(CNC(=O)C2CC=CCC2C(=O)O)cc1OC (stereo not drawn),-9%,0.8%,-8%,9%,-8%,
COc1ccc(COC(=O)NNC(=O)c2ccccc2Cl)cc1,-1%,0.5%,-5%,2%,14%,
CCOC(=O)CNC(=O)CSc1nnnn1-c1cc(C)ccc1C,-4%,0.8%,11%,-2%,5%,
Cc1cccc(C(=O)N/C(=C\c2ccco2)C(=O)N2CCCC2)c1,5%,1.1%,6%,14%,-8%,
Cc1ccc2nc(C(=O)N3CCc4c([nH]c5ccccc45)C3c3ccccn3)cn2c1 (stereo not drawn),9%,12%,24%,5%,-4%,
N#Cc1ccc(/C=C/C(=O)c2ccccc2)cc1,?,?,?,0%,6%,
COC(=O)c1ccc(C(=O)Nc2ccc3nc(-c4cccnc4)[nH]c3c2)cc1,3%,7.1%,3%,-14%,9%,
Cc1cccc(-c2nc(CSCC(=O)NCc3cccs3)c(C)o2)c1,-1%,6.5%,12%,-6%,-6%,
Cc1nc(CNS(=O)(=O)c2ccc3c(c2)CCCC3)cs1,1%,1.5%,58%,-6%,-5%,
NNC(=O)c1nc(Cl)c(Cl)c(N)c1Cl,-2%,1.1%,-2%,2%,-13%,
Cc1ccccc1SCC(=O)OCC(=O)N1CC(=O)Nc2ccccc21,6%,1.6%,4%,nt,-10%,
NS(=O)(=O)c1ccc(CCNC(=O)COC(=O)/C=C/c2ccc(OC(F)F)cc2)cc1,nt,9.3%,nt,nt,0%,
CCOC(=O)c1c(C)c(C(=O)N2CCN(c3ccc(F)cc3)CC2)c(C)n1C,14%,1.0%,8%,-1%,9%,
COc1ccc(C)cc1C(=O)CCC(=O)NC1CCCCC1,18%,0.4%,7%,6%,-6%,
NS(=O)(=O)c1ccc(CCNCC(=O)NC2CC2)cc1,-13%,0.2%,-4%,1%,3%,
Cc1csc(=O)n1CC(=O)OCC(=O)NCc1ccc(F)cc1,-3%,i,-9%,-5%,4%,
CCOc1cc2[nH]c(=S)n(CCCC(=O)N3CCC4(CC3)OCCO4)c(=O)c2cc1OCC,-11%,2.0%,28%,-4%&-3%,0%,
CCC(=O)N1CCN=C1SCc1ccccc1Cl,-4%,0.8%,nt,4%,-4%,
O=C(O)CC1(CC(=O)N2CCN(CCO)CC2)CCCC1,2%,0.7%,5%,9%,-1%,
Cc1ccc(C(=O)OCC(=O)NCCc2ccccc2)cc1S(=O)(=O)N1CCOCC1,-1%,2.9%,-14%,-1%,1%,
Clc1ccc(CNCCC2=CCCCC2)cc1,-10%,i,34%,-5%,20%,
Nc1nnc(COc2ccc(Br)cc2Br)s1,-17%,1.0%,-18%,-5%,-5%,
COCCn1cc(C(=O)NCCCOC(C)C)c2c3ccccc3n(C)c2c1=O,2%,3.0%,0%,0%,0%,
CC(C)N(Cc1ccccc1)C(=O)C1CCN(c2ncnc3c2nc2n3CCCCC2)CC1,9%,8.5%,35%,4%,-8%,
Cc1cc(C)cc(NC(=O)Cn2nnc(C(=O)NCc3ccc4c(c3)OCO4)c2N)c1,-11%,i,-12%,2%,12%,
Cc1ccc(C)c(CS(=O)(=O)c2cn(CC(=O)N3CCCCC3)c3ccccc23)c1,-6%,0.1%,18%,1%,-4%,
CCC(/C=N/NC(=O)C(N)=O)CC,-1%,1.3%,23%,-10%,3%,
Cc1ccc2cc(C(c3nnnn3C(C)(C)C)N3CCCCCC3)c(=O)[nH]c2c1 (stereo not drawn),-15%,0.1%,41%,8%,-13%,
CC(C)OCCCNC(=O)CCc1nc(-c2ccccc2)no1,-5%,1.4%,15%,-2%,-4%,
C=CCN1C(=O)C2C(C(=O)NC3CCCCC3)C3C=CC2(O3)C1C(=O)NC1CCCC1 (stereo not drawn),-10%,1.3%,-6%,1%,-5%,
COc1ccc(NC(=O)CO/N=C(\C)c2cccs2)cc1,6%,0.5%,20%,2%,5%,
CCCC(=O)Nc1nnc(SCC(=O)NCc2ccco2)s1,4%,i,14%,-12%,9%,
Cc1cc(C)nc(SCc2nnc(SCC(=O)Nc3nccs3)n2C)n1,nt,0.1%,nt,nt,-4%,
CCC1S/C(=N/S(=O)(=O)c2ccc(N)cc2)NC1=O (stereo not drawn),nt,1.1%,nt,nt,-26%,
Cc1cc(C)n(-c2cccc(Cl)c2)c(=O)c1C#N,3%,i,-10%,-12%,3%,
CN(C(=O)CCCN1CCCC1=O)C1CCCN(Cc2ccccc2F)C1 (stereo not drawn),nt,3.3%,nt,nt,2%,
O=C(O)C1(Nc2ccc(Br)cc2)CCCC1,nt,0.4%,nt,nt,-5%,
COC(=O)C1=C(c2ccccc2OCc2ccccc2)C[C@@H]2CC[C@H]1N2C(=O)NCc1ccc(OC)cc1,-7%,3.0%,27%,nt,-7%,inhibitors of VEEV 10K pilot screen=4.5
COc1ccc(NC(=O)C(Sc2ccccc2)c2ccccc2)c(OC)c1 (stereo not drawn),10%,2.2%,-6%,-2%,12%,
COc1ccc(CCNC(=O)CSc2nc3ncccc3[nH]2)c(OC)c1,-7%,1.4%,52%,-3%,-10%,
O=C1NC(=O)N(Cc2ccccc2)C(=O)/C1=C\C=C\c1ccco1,52%,3.5%,?,-9%,-6%,

# Gathered by group: the compounds so far with a cyano group (2)
SMILES,M. tuberculosis HTS,inhibitors of VEEV,tuberculosis growth,PhoP GFP inhibition,influenza NS1A,others
N#Cc1ccc(/C=C/C(=O)c2ccccc2)cc1,?,?,?,0%,6%,
Cc1cc(C)n(-c2cccc(Cl)c2)c(=O)c1C#N,3%,i,-10%,-12%,3%,

# 16 structures from above, sorted by count of non-hydrogen atoms, lowest first:
SMILES,M. tuberculosis HTS,inhibitors of VEEV,tuberculosis growth,PhoP GFP inhibition,influenza NS1A,others
NNC(=O)c1nc(Cl)c(Cl)c(N)c1Cl,-2%,1.1%,-2%,2%,-13%,
CCC(=O)N1CCN=C1SCc1ccccc1Cl,-4%,0.8%,nt,4%,-4%,
CCC1S/C(=N/S(=O)(=O)c2ccc(N)cc2)NC1=O (stereo not drawn),nt,1.1%,nt,nt,-26%,
CCc1nc(C)cn1S(=O)(=O)c1cc(Br)ccc1OC,4%,5.7%,-2%,4%,17%,
Cc1nc(CNS(=O)(=O)c2ccc3c(c2)CCCC3)cs1,1%,1.5%,58%,-6%,-5%,
COc1ccc(C)cc1C(=O)CCC(=O)NC1CCCCC1,18%,0.4%,7%,6%,-6%,
COc1ccc(CNC(=O)C2CC=CCC2C(=O)O)cc1OC (stereo not drawn),-9%,0.8%,-8%,9%,-8%,
O=C1NC(=O)N(Cc2ccccc2)C(=O)/C1=C\C=C\c1ccco1,52%,3.5%,?,-9%,-6%,
Cc1cccc(-c2nc(CSCC(=O)NCc3cccs3)c(C)o2)c1,-1%,6.5%,12%,-6%,-6%,
Cc1ccccc1SCC(=O)OCC(=O)N1CC(=O)Nc2ccccc21,6%,1.6%,4%,nt,-10%,
CN(C(=O)CCCN1CCCC1=O)C1CCCN(Cc2ccccc2F)C1 (stereo not drawn),nt,3.3%,nt,nt,2%,
CCOC(=O)c1c(C)c(C(=O)N2CCN(c3ccc(F)cc3)CC2)c(C)n1C,14%,1.0%,8%,-1%,9%,
COCCn1cc(C(=O)NCCCOC(C)C)c2c3ccccc3n(C)c2c1=O,2%,3.0%,0%,0%,0%,
Cc1cc(C)cc(NC(=O)Cn2nnc(C(=O)NCc3ccc4c(c3)OCO4)c2N)c1,-11%,i,-12%,2%,12%,
CC(C)N(Cc1ccccc1)C(=O)C1CCN(c2ncnc3c2nc2n3CCCCC2)CC1,9%,8.5%,35%,4%,-8%,
COC(=O)C1=C(c2ccccc2OCc2ccccc2)C[C@@H]2CC[C@H]1N2C(=O)NCc1ccc(OC)cc1,-7%,3.0%,27%,nt,-7%,inhibitors of VEEV 10K pilot screen=4.5

# Next entries follow.
SMILES,M. tuberculosis HTS,inhibitors of VEEV,tuberculosis growth,PhoP GFP inhibition,influenza NS1A,others
CCN(CC)S(=O)(=O)c1ccc(N2CCCC2)c(NC(=O)c2ccccc2OC)c1,1%,i,8%,7%,-13%,
N#C/C(=C(/O)CSc1ccccc1C(=O)O)c1nc2ccccc2s1,-6%,2.0%,5%,-2%,-3%,
COc1ccccc1NS(=O)(=O)c1ccc(-c2cnc(C3CC3)o2)cc1,4%,i,23%,-28%,12%,
O=C(Oc1ccc(Cl)cc1)N1CCOCC1,8%,0.4%,10%,13%,-4%,
CCN(CC)CCCN1C(=O)CSC1c1ccc([N+](=O)[O-])cc1 (stereo not drawn),0%,0.5%,3%,-30%,-1%,
Cc1cccc(NS(=O)(=O)c2cc3c4c(c2)CCC(=O)N4CCC3)c1,-9%,8.4%,7%,-2%,-1%,
CC(Sc1nnc(N)s1)C(=O)c1c(N)n(C)c(=O)n(C)c1=O (stereo not drawn),nt,6.9%,nt,nt,-11%,
Cc1cc(C)c2nc(SCC(=O)N(C)C3CCS(=O)(=O)C3)cc(C)c2c1 (stereo not drawn),9%,i,1%,-9%,5%,
COC(=O)c1[nH]c2ccccc2c1NC(=O)CNC1CCCCC1,-5%,6.4%,0%,-6%,2%,
Cc1ccc(C(=O)NNC(=O)c2ccncc2)cc1C,-6%,0.3%,-7%,-1%,2%,
CC(C(=O)Nc1cccc(S(=O)(=O)N2CCOCC2)c1)N1CCN(c2ccc(F)cc2)CC1 (stereo not drawn),-1%,0.4%,2%,5%,9%,
COc1ccc(-n2nc(C(=O)Nc3ccc4c(c3)OCO4)c3ccccc3c2=O)c(OC)c1,-4%,1.4%,-7%,3%,-6%,
C/C(=N\O)C(=O)C(CN1CCCCC1)CN1CCCCC1,-6%,1.6%,-6%,4%,9%,
O=C(COc1ccc(C(=S)N2CCC(Cc3ccccc3)CC2)cc1)N1CCOCC1,-2%,0.7%,8%,3%,-4%,
Cc1ccc(-c2nnn(CC(=O)N3CCCCC3)n2)c(-n2cnnn2)c1,-12%,i,-18%,-7%,3%,
Cc1ccc(C)c(NC(=O)c2cc(-c3cc(C)cc(C)c3O)n[nH]2)c1,-3%,2.4%,-22%,9%,8%,
C=CCn1c(SCc2nc3sc(C(=O)O)c(C)c3c(=O)[nH]2)nnc1-c1ccc(F)cc1,2%,0.6%,-13%,-4%,6%,
CSc1ccc(CN(C)Cc2nc3ccccc3c(=O)[nH]2)cc1,0%,i,45%,7%,-1%,
CCN(CC)CCCn1c2c(c(SCC(=O)N3CCc4ccccc43)nc1=O)CCC2,4%,0.3%,-1%,1%,-10%,
NC(=O)CC(NC(=O)Cc1cccc2ccccc12)c1ccc(NC2CCN(Cc3ccccc3)CC2)c([N+](=O)[O-])c1 (stereo not drawn),10%,0.8%,-8%,-4%,7%,
O=C(c1cnn2cccnc12)N1CCN(Cc2ccc3c(c2)OCO3)CC1,-1%,0.4%,-12%,-11%,0%,
Cc1noc(C)c1COC(=O)c1cc(F)c(F)cc1Cl,1%,4.2%,5%,-7%,7%,
COc1ccc(-c2nsc(SCC(=O)NCc3ccc4c(c3)OCO4)n2)cc1,1%,0.7%,?,-7%,3%,
COc1ccc(S(=O)(=O)N(CC(=O)N/N=C/c2cccs2)c2cc(C)cc(C)c2)cc1OC,-10%,5.1%,22%,3%,1%,
CN1C(=O)/C(=C/C=C2/CCCN2C)N(C)C1=S,-5%,i,-3%,-7%,0%,
O=C(COC(=O)COc1ccccc1F)Nc1cccc(S(=O)(=O)N2CCCCC2)c1,2%,1.4%,-1%,nt,-5%,
